miR-122 sensor = miR-122 Renilla sensor signal increase in Huh7, primary screen, miR-122 inhibitor project, cell-based, single point, plate reader | AID 602342, 2012 | Huh7 miR-122 Renilla luciferase sensor, 48 h; neutral wells = 0, positive control = 100 | activation (reporter increase), % at 12.5 µM | 0.3% of 340,000 active;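 active means mean replicate activation score at least 90 and every replicate individually at or above 90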;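 further: higher luciferase means less miR-122 activity so hits act as miR-122 inhibitors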
* marks the source's active call; other numbers are inactive results. An excerpt; the hit share may differ from the screen's.

miR-122 sensor,Molecule
5.0,O=C(Nc1ccc(OC(=O)c2cccs2)cc1)c1ccco1
7.5,Cc1ccc(NC(=O)CCNS(=O)(=O)c2ccccc2)c(C(=O)c2ccccc2)c1
295.3*,Cc1ccc(C2CN(C)C3(C(=O)Nc4ccccc43)C23COc2ccccc2C3=O)cc1 (configuration not stated)
6.3,O=C(NCc1ccc2c(c1)OCO2)C1CCN(c2ncccn2)CC1
4.5,COC(=O)c1[nH]c2ccc(Br)cc2c1NC(=O)C(C)N1CCN(C2CCCCC2)CC1 (configuration not stated)
-7.4,Cc1nn(C(=O)N2CCCCC2)c(C)c1CN1C(=O)c2ccccc2C1=O
-1.6,O=C(OCCCCN1C(=O)c2ccccc2C1=O)c1ccc(Br)o1
5.7,Cc1ccc(-c2noc(-c3ccccc3C(=O)N3CCCC3)n2)cc1
-1.5,Cc1nn(C)c(C(=O)Nc2ccc(Cn3cccn3)cc2)c1[N+](=O)[O-]
-11.0,O=C(c1ccc(F)cc1)N1CCN(c2ccc([N+](=O)[O-])c(N3CCCCC3)c2)CC1
-20.3,Cc1noc(C)c1CSc1ccc2ccccc2n1
2.1,CCOC(=O)C1CCN(S(=O)(=O)c2ccc(Cl)cc2OC)CC1
2.2,COc1ccc(S(=O)(=O)N2CCCCC2)cc1NC(=S)Nc1ccccc1
2.9,CCN1C(=O)NC(c2cccnc2)C(C(=O)OC)=C1C (configuration not stated)
-0.5,Cc1ccc2[nH]c3c(c2c1)CN(C(=O)CN(C)CC1OCCO1)CC3
-4.0,Cc1cc(C(=O)OCC(=O)N(C)C2CCS(=O)(=O)C2)c(C)n1-c1ccccc1 (configuration not stated)
-3.8,CCOC(=O)/C(C#N)=C1/C=CNC(=O)N1
-1.7,Cc1ccccc1NC(=O)c1ccc(COc2ccc3c(C)cc(=O)oc3c2)cc1
-9.2,CN(C)CCCNC(=O)c1ccc(CN(c2ccccc2)S(C)(=O)=O)cc1
-5.3,O=C(NCCc1ccc(F)cc1)N1CCOCC1
-1.0,O=C(CSc1nc2sc3c(c2c(=O)n1-c1ccccc1)CCCC3)N/N=C/c1ccc(C(=O)O)cc1
46.9,Cc1ccc(-c2nn[nH]n2)o1
-7.4,Cc1cc(C)c(NS(=O)(=O)c2ccc3c(c2)NC(=O)CC(=O)N3)c(C)c1
0.9,Cc1ccc(NC(=O)CCN2CCc3ccccc3C2)cc1
-0.9,CCOC(=O)n1ccc(C(=O)Nc2ccccc2F)n1
4.6,CCCCCc1cc(=O)oc2c(C(CCN3CCCC(C)C3)c3ccc(N(C)C)cc3)c(OC)cc(OC)c12 (configuration not stated)
-3.8,COc1ccc(-c2cc3ccccc3n2CC(O)CNC(CO)(CO)CO)cc1 (configuration not stated)
1.9,CCOc1cccc(N2C(=O)CC(N3CCN(c4ccc(S(=O)(=O)CC)cc4)CC3)C2=O)c1 (configuration not stated)
-8.4,CCS(=O)(=O)n1nc(-c2ccccc2)nc1N
-4.3,CSc1cccc(NC(=O)/C=C/c2ccc(Cl)cc2)c1

(list continues)
miR-122 sensor,Molecule
4.3,COCCN1CN=C(Nc2nc3ccccc3o2)NC1
-1.8,O=C(Nc1nc(C2C3CC4CC(C3)CC2C4)cs1)c1cc2cc([N+](=O)[O-])ccc2oc1=O (configuration not stated)
-2.5,CCCC(=O)Nc1cccc(NC(=O)CN2CCN(c3ccccc3OC)CC2)c1
-1.4,Cc1c(Cl)cccc1N1C(=O)C2ON(c3ccccc3)C(c3cccnc3)C2C1=O (configuration not stated)
-10.8,Cc1noc(/C=C/N(C)C)c1S(=O)(=O)N1CCCC(C(=O)NCc2ccc(Cl)cc2)C1 (configuration not stated)
0.7,Cc1nc(SCC(=O)Nn2c(-c3ccccc3)nc3ccccc3c2=O)n[nH]1
-5.0,Cc1cc2cc(CN(Cc3cccs3)C(=S)NCC3CCCO3)c(=O)[nH]c2cc1C (configuration not stated)
-8.5,O=C(NC1CC2CCC(C1)N2C(=O)NCc1ccccc1)C1CC1 (configuration not stated)
-4.5,COc1ccc(C(=O)Nc2ccccc2C(=O)NC(C)C)cc1OC
-2.9,Cc1ccc(Nc2nnc(SCC3CCCCO3)s2)cc1 (configuration not stated)
7.4,Nc1cccc(Nc2nc(OC(C(F)(F)F)C(F)(F)F)nc(OC(C(F)(F)F)C(F)(F)F)n2)c1
8.3,COc1ccccc1C(=O)NCCC(=O)N1CC(=O)Nc2ccccc21
-5.3,Cc1cc(N/C=C\c2nnnn2-c2ccccc2)no1
0.1,C=CCc1ccc(OCCOCCN(C)C)c(OC)c1
-5.2,COCCCNC(=O)CNC(=S)N(Cc1cc(OC)c(OC)c(OC)c1)C1CCCC1
-10.1,COc1ccc2nc3oc(C(=O)N4CCN(c5cccc(C(F)(F)F)c5)CC4)cc3cc2c1
-3.1,COC(=O)c1nn(-c2ccc(Cl)cc2)c(=O)cc1Sc1ccccn1
4.8,O=c1c2cnn(-c3ccccc3)c2nnn1/N=C/c1cccnc1
0.4,CCOC(=O)Cc1nnn(CC(=O)OCC)n1
-0.2,Cc1cccc(OCC(O)CN2C(C)(C)CC(O)CC2(C)C)c1 (configuration not stated)
0.1,CCN(CC)c1nc2nonc2nc1N(CC)CC
2.0,CCc1cc2c(=O)c(-c3nc4ccccc4n3C)c(COCC(=O)O)oc2cc1OC(=O)C(C)(C)C
6.4,Clc1ccc(-c2nc3nc4ccccc4nc3n2Cc2ccco2)cc1
-6.4,CN(C)C=NC(=O)/C(C#N)=C1\CCc2ccccc2N1
-5.3,O=C(NCCNC(=O)c1cc(OCC(F)(F)F)ccc1OCC(F)(F)F)Nc1ccccc1
-2.4,O=C(COc1ccccc1)n1nc(-c2ccc(Cl)cc2)nc1NCc1ccco1
-2.5,CC(=O)c1ccc(N/N=C(/C(N)=O)C2=NC(C)(C)Cc3ccccc32)cc1
-10.6,Cc1cc2ncn(CCCCOc3ccccc3)c2cc1C
7.5,CC1CCc2c(sc3nc(CN4CCOCC4)nc(NS(=O)(=O)c4cccc([N+](=O)[O-])c4)c23)C1 (configuration not stated)
-21.6,COCCn1c(SCC(=O)NCc2ccco2)nnc1C(C)C

Continuation.
miR-122 sensor,Molecule
-4.7,Cc1cc(C)c(C#N)c(Oc2ccc(F)cc2)n1
-2.1,Cc1cc(C)c(S(=O)(=O)c2ccccc2)c(OC(=O)c2c(Cl)cccc2Cl)n1
-3.8,CCCCNC(=O)CCn1c(=O)c2ccccc2n(CC(=O)Nc2ccccc2OCC)c1=O
49.7,CN(Cc1ccccc1)C(=O)CN(c1ccc(F)cc1)S(=O)(=O)c1ccc2c(c1)OCCO2
-9.0,CCN(CC(=O)Nc1ccc(NC(C)=O)cc1)C(=O)c1cccc(-n2cccc2)c1
-4.9,Cc1ccc(C)c(N=C2CCCN2Cc2ccccc2)c1C#N
-3.8,CC1(C)CC(=O)C(C=Nc2cccnc2)=C(O)C1
-2.6,Cc1ccc(S(=O)(=O)NC(C)(C)CSc2nncn2N)cc1
3.6,CC[N+](CC)(CC)CCOc1cccc(OCC[N+](CC)(CC)CC)c1OCC[N+](CC)(CC)CC
3.7,Cn1ncc(Cl)c1C(=O)Nc1sc2c(c1C(N)=O)CCC2
0.3,CCCn1c(=N)c(C(=O)NCC2CCCO2)cc2c(=O)n3cccc(C)c3nc21 (configuration not stated)
6.8,Cc1cc(C)n(-c2nc3ccccc3c(=O)n2OCC(N)=O)n1
3.0,Cc1nc2nc(SCC(=O)c3cccc([N+](=O)[O-])c3)[nH]c2cc1Br
-0.8,CC1(C)CC2CC(C)(CN2C(=O)CN2C(=O)c3ccccc3C2=O)C1 (configuration not stated)
-2.8,CCCOc1cccc(CN2CCCCC2c2cccnc2)c1 (configuration not stated)
-2.5,O=C(NCCCN1CCOCC1)c1cc2c(s1)CCCC2
-2.4,CCOC(=O)N1CCN(C(=O)C2CCC(=O)N2C(C)C)CC1 (configuration not stated)
6.5,COc1ccc(C(C)=O)cc1COC(=O)c1c(C)noc1C
-5.9,c1cnc2ccc(C(c3nnnn3C3CCCC3)N3CCN4CCCC4C3)cc2c1 (configuration not stated)
-9.1,CCCOc1ccccc1-n1sc2c(c1=S)-c1cc(OC)cc3c1N(C(=O)C3=O)C2(C)C
8.4,C[C@@H]1C(c2cccc(Cl)c2)=NN(c2ccc(Br)cc2)[C@H]1C(=O)N1CCOC1=O
-1.5,CCC(C)N1CC(C(=O)NC2CCCCC2)CC1=O (configuration not stated)
5.4,CCOc1cc(CN2CCN(c3ccc(C(C)=O)cc3)CC2)ccc1OC
0.4,CC(=O)OC(/C(O)=C(\C#N)c1nc2ccccc2[nH]1)c1ccccc1 (configuration not stated)
-7.3,O=C(NCCC1=CCCCC1)c1cnsn1
4.0,CC1(C)CC(=O)c2c(nn(-c3ccccc3)c2-c2ccncc2)C1
5.1,COc1ccc(C(=O)NCCCN2CCOCC2)cc1OC
5.4,COc1ccc(N2CCN(c3nc(NC(C)(C)C)nc(N4CCCCC4)n3)CC2)cc1
9.8,COc1ccccc1-c1nc(SCc2ccccn2)n[nH]1
-2.2,Cc1noc(NS(=O)(=O)c2ccc(NC(=O)c3cnc4n(c3=O)CCS4)cc2)c1C

Next section:
miR-122 sensor,Molecule
-1.4,Clc1ncn(C23CC4CC(CC(C4)C2)C3)n1
-24.2,COc1cc(OC)c(NC2=NCCCCC2)cc1Cl
3.6,COC(=O)c1ccc(C(=O)OC)c(NC(=O)CSc2ccccn2)c1
-1.1,CCOC(=O)/C(N=Nc1sc(C(=O)OC)c(C)c1C(=O)OCC)=C(\O)CCl
-2.3,O=C(Cn1cnc2ccc(Br)cc2c1=O)c1cccs1
-5.2,COC(=O)c1ccccc1OCC(=O)N1CCN(c2ccc(OC)cc2)CC1
-2.6,c1cn(C23CC4CC(CC(C4)C2)C3)cn1
-1.9,COC(=O)Cn1c(SCc2ccccc2)nc2ccccc21
3.0,CCOC(=O)C(CCOc1cccc(CC)c1)C(=O)OCC
-1.3,COc1ccc(C)cc1N(CC(N)=O)S(=O)(=O)c1ccc(C)cc1
-5.5,C=C(C)CSCc1nc2ccccc2[nH]1
-0.6,COC(=O)c1ccc[n+](CC(=O)c2ccc(Br)cc2)c1
-3.1,CSC1=C(C#N)C(c2ccc3c(c2)OCO3)C2=C(CCCC2=O)N1 (configuration not stated)
0.6,COC(=O)C(Oc1ccc2c(-c3ccc(OC)cc3)cc(=O)oc2c1)c1ccccc1 (configuration not stated)
1.3,CC(C)C1C(C#N)=C(N)Oc2n[nH]c(-c3ccc4ccccc4c3)c21 (configuration not stated)
-2.2,CCCn1nnc(NCc2ccc(OCc3cccs3)c(OC)c2)n1
22.0,Cc1c(C2(c3c(C)n(C)n(-c4ccccc4)c3=O)C(=O)Nc3ccc(F)cc32)c(=O)n(-c2ccccc2)n1C
132.7*,Cc1cc(C)cc(NS(=O)(=O)c2ccc(NC(=S)NC(=O)c3cccs3)cc2)c1
3.9,Cc1cc(C)nc(NC2=NC3CCCCC3N2)n1 (configuration not stated)
0.3,Cc1oc(C)c(C(=O)NCCCC(=O)O)c1C(=O)NCCCC(=O)O
-4.9,CC(=O)c1c(C(C)=O)c(C)n(NC(=O)c2ccncc2)c1C
0.3,Cc1ccc(-c2noc(CCC(=O)NCCN3CCOCC3)n2)cc1
-0.5,O=C(CCC(=O)OCC(=O)c1ccccc1)Nc1cccc2cccnc12
-6.0,CC(=O)Nc1ccc(S(=O)(=O)NC2=NCN(CCOC(=O)c3ccccc3)CN2)cc1
-2.1,O=C(NCCC1=CCCCC1)c1cc2c(s1)CS(=O)(=O)C2
5.1,COc1ccccc1OCc1nc(Cc2ccc(Cl)cc2)no1
0.5,COCCNC(=O)Cc1ccc(Br)cc1
-1.1,O=C(Nc1ccc(N2CCN(C(=O)c3ccco3)CC2)cc1)c1cccs1
4.2,COC(=O)CSc1nnc(CNc2ccc(OC)cc2)n1C
8.9,Cc1ccc(-c2csc3ncnc(NCCN4CCOCC4)c23)cc1

Reprinted from the entries so far for reference:
miR-122 sensor,Molecule
2.2,COc1ccc(S(=O)(=O)N2CCCCC2)cc1NC(=S)Nc1ccccc1
2.9,CCN1C(=O)NC(c2cccnc2)C(C(=O)OC)=C1C (configuration not stated)
-0.5,Cc1ccc2[nH]c3c(c2c1)CN(C(=O)CN(C)CC1OCCO1)CC3
-4.0,Cc1cc(C(=O)OCC(=O)N(C)C2CCS(=O)(=O)C2)c(C)n1-c1ccccc1 (configuration not stated)
-3.8,CCOC(=O)/C(C#N)=C1/C=CNC(=O)N1
-1.7,Cc1ccccc1NC(=O)c1ccc(COc2ccc3c(C)cc(=O)oc3c2)cc1

Further entries follow.
miR-122 sensor,Molecule
-6.3,CCS(=O)(=O)Nc1c(C)n(C)n(-c2ccccc2)c1=O
4.1,Cc1cc(NC(=O)CCC(=O)N(Cc2ccco2)C(C(=O)NC2CCCC2)c2ccccc2C)no1 (configuration not stated)
-1.0,Cn1c(=O)c(C(=O)NC2CCCCCCC2)c(O)c2ccccc21
-0.2,CCOc1ccccc1NC(=O)CCC(=O)Nc1ccc2nc(N3CCN(C)CC3)cc(C)c2c1
-4.9,Nc1ccc(C(=O)N/N=C/c2ccccc2)cc1
-3.3,Cc1nc(NC(=O)CSc2cc(C)c3ccccc3n2)c(Cl)cc1Cl
7.5,Cc1ccc(C(=O)CCC(=O)Nc2cccnc2)cc1C
6.0,CC(C)Cn1c(Br)nc2c1c(=O)n(CCC#N)c(=O)n2C
9.1,c1ccc(Cn2c(SCc3nc4ccccc4s3)nnc2-c2ccco2)cc1
0.3,NC1=NC2(CCCCC2)N(c2cccc(Cl)c2)C(N)=N1
-2.2,COc1ccc(CN2CCOCC2)cc1OC
-8.4,CCC(=O)N(Cc1cc2cc(OC)ccc2[nH]c1=O)c1cccc(C)c1

Reprinted at random: 6 records from the list
miR-122 sensor,Molecule
-4.9,Nc1ccc(C(=O)N/N=C/c2ccccc2)cc1
-0.2,CCOc1ccccc1NC(=O)CCC(=O)Nc1ccc2nc(N3CCN(C)CC3)cc(C)c2c1
6.0,CC(C)Cn1c(Br)nc2c1c(=O)n(CCC#N)c(=O)n2C
4.1,Cc1cc(NC(=O)CCC(=O)N(Cc2ccco2)C(C(=O)NC2CCCC2)c2ccccc2C)no1 (configuration not stated)
7.5,Cc1ccc(C(=O)CCC(=O)Nc2cccnc2)cc1C
0.3,NC1=NC2(CCCCC2)N(c2cccc(Cl)c2)C(N)=N1

2 entries from above, field by field:
CCOc1ccccc1NC(=O)CCC(=O)Nc1ccc2nc(N3CCN(C)CC3)cc(C)c2c1
  miR-122 sensor = -0.2
Nc1ccc(C(=O)N/N=C/c2ccccc2)cc1
  miR-122 sensor = -4.9
